# Compound activity from PubChem BioAssay.
# bCat KO growth: beta-catenin-lacking colon tumor cell growth suppression; HCT116 beta-catenin knockout viability, CellTiter-Glo, 60 h; stronger effect = lower value; viability, % at 10 µM; actives 1.5% (n = 140,000);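 active = viability at or under a set limit, the compound median less 4 SD, cut at about 6% in these data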;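 note: 0% = Hyamine 1622 control at 20 µM and 100% = untreated cell control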
# MRP-1 activ: activators of MRP-1; AID 799; viability increase, % at 10 µM; H69AR cells + doxorubicin, viability rescue, CellTiter-Glo; actives 0.61% (n = 140,000);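 active = viability gain under doxorubicin at or above a set limit, the compound median plus 3 SD, cut at about 4.7% in these data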;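 note: MRP-1 overexpressing cells given doxorubicin 25 µM after compound pretreatment; 18-22 h compound pretreatment then 72 h with doxorubicin before readout; 0% = doxorubicin-only wells and 100% = vehicle-treated cells without doxorubicin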
# E-sel TNF inh: blocks E-selectin expression induced by TNF alpha; HUVEC TNFa-induced E-selectin immunofluorescence, high content; inhibition, % at 2 µM; actives 0.71% (n = 120,000); AID 1246;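 active = inhibition above the batch mean plus 3 SD, and confirmed as a hit on visual image review, cut at about 43% in these data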;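 note: 0% = TNF-stimulated DMSO wells and 100% = unstimulated control wells; not every result past the cut was called active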
# Yeast life ext: extends the lifespan of yeast; inhibition of the nicotinamide effect, % at 10 µM; actives 0.68% (n = 130,000); S. cerevisiae growth with nicotinamide, OD615; deaD strain in restrictive glucose medium; AID 775;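 active = inhibition above a set limit, placed 3 SD over the median of all compounds, cut at about 26% in these data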;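 note: 0% = nicotinamide-treated wells and 100% = cells grown without nicotinamide; some compounds called inactive have numbers as strong as hits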
#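 Test system: DeaD-strain S. cerevisiae / Buffer or medium: restrictive glucose medium / Also added: nicotinamide 1.5 mM / Doses: one concentration, 10 µM, DMSO 0.25% / Schedule: 48 h at 30 °C / Signal: OD615 measurement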
# BB579 growth dn: chemicals that inhibit yeast BB579 growth in restrictive medium (lifespan-shortening candidates); S. cerevisiae BB579 growth, OD615, 48 h; inhibition, % at 10 µM; actives 0.51% (n = 140,000); AID 804;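 active = inhibition above a set limit, 3 SD over the mean compound inhibition, cut at about 44% in these data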; note: inactives centre near -24
#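 controls = amphotericin B 10 µg/mL, positive | assay system = DeaD yeast strain BB579 | schedule = 48 h compound exposure at 30 °C after 4 h preincubation | detection = OD615 turbidity measurement | medium = restrictive CSMM-D medium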
# Phagocytosis inh: macrophage phagocytosis inhibition | actives 0.07% (n = 110,000) | J774A.1 macrophage IgG-bead phagocytosis, imaging | inhibition, % at 5 µM | AID 1029;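 active = inhibition above the mean of the plate negative controls plus 5 SD, cut at about 13% in these data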;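 note: phagocytic index as fraction of beads internalized from green versus red external bead signal; plate controls were DMSO negative control for no effect and cytochalasin-D positive control for full effect; some results beyond the cut were filed as inactive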
# Measles CPE: protection of cells from measles virus; Measles virus-infected cells, CPE protection, absorbance; protection (pct of control), % at 4 µM; actives 1.5% (n = 140,000); AID 841; in the data active = protection mostly above about 24%, no sharp cut-off; inactive = mostly below about 26%; note: some compounds called inactive have numbers as strong as hits
# GALR2 antag: GALR2 (human) receptor antagonism; GALR2-expressing cells, antagonist mode; O43603; actives 0.39% (n = 140,000); AID 828; inhibition, % at 4 µM; in the data active = inhibition above about 27%;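 note: cells stimulated with galanin 1-16 at roughly its EC80; 0% = agonist challenge control and 100% = basal control without agonist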
# Target sequence (O43603 whole entry, looked up): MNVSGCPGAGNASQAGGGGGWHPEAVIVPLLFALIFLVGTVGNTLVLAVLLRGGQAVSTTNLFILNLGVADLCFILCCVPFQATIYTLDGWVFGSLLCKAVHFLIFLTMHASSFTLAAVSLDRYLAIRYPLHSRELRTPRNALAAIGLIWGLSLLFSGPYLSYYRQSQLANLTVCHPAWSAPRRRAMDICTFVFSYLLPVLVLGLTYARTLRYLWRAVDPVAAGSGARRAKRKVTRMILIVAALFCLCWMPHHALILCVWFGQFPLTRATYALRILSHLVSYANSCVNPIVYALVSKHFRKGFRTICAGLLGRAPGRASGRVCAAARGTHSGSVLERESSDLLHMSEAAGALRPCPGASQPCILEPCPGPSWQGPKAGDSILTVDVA
# NPY Y2 blocker: NPY-Y2 (human) receptor antagonism; NPY-Y2 expressing cells, antagonist mode; inhibition, % at 2.7 µM; actives 0.99% (n = 140,000); AID 793; in the data active = inhibition above about 17%;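 note: 0% = vehicle with agonist challenge and 100% = reference antagonist with challenge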
# Target sequence (P49146 whole entry, looked up): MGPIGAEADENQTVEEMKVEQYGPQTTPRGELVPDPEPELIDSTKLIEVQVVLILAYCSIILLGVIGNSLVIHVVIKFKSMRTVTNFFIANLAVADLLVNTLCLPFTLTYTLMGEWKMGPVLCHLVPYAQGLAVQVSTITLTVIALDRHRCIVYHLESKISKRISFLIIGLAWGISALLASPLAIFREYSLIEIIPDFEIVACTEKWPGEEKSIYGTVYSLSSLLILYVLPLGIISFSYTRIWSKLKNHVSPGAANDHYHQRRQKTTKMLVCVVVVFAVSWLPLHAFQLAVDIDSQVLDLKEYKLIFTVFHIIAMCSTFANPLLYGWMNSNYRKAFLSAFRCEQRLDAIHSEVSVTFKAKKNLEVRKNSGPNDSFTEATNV
# PTEN del growth: PTEN-deleted cell growth suppression; HCT116 PTEN-null viability, CellTiter-Glo, 60 h; stronger effect = lower value; viability, % at 10 µM; actives 1.2% (n = 140,000); AID 827;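 active = viability at or below a set limit, 4 SD under the median of all tested compounds, cut at about 3.7% in these data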;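 note: PTEN knockout HCT116 line with beta catenin targeted HCT116 as companion control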
# The depositor's hits bear a star; · = not tested or not shown; & = joins results of further samples.
mol	bCat KO growth	MRP-1 activ	E-sel TNF inh	Yeast life ext	BB579 growth dn	Phagocytosis inh	Measles CPE	GALR2 antag	NPY Y2 blocker	PTEN del growth
CCOc1ccc(NC(=O)CCn2c(=O)[nH]c3ccsc3c2=O)cc1	96	0.2	-42	-8	6	-2	28	2	0	103
COc1ccc2c(c1OC)CN1CCc3cc4c(cc3[C@@H]1[C@@H]2O)OCO4	97	-1.2	·	3	-51	·	4	2	0	85
CCN(CC)c1ccc(/C=N/Nc2nc(C)cc(=O)[nH]2)c(O)c1	12	-1.9	16	3	-34	1	0	18	2	14
CC(C)C(=O)Nc1ccc(C(=O)c2ccccc2)cc1	94	-1.2	-24	·	-8	·	2	15	0	96
Cc1c(NC(=O)c2cc3nc(-c4ccc(Br)cc4)cc(C(F)(F)F)n3n2)c(=O)n(-c2ccccc2)n1C	79	-8.1	-7	·	-13	·	29	-4	2	84
O=C(Nc1nc2cc(Cl)ccc2s1)C1CCCN(S(=O)(=O)c2cccc3cccnc23)C1 (stereo not given)	27	1.0	5	-7	-2	·	3	6	-1	21
CCc1cc(=O)oc2cc(C)c(CN3CCCC3)c(O)c12	94	1.1	21	57	-43	2	16	-7	1	101
C=CCn1c(CCNC(=O)C(C)(C)C)nc2ccccc21	104	-0.1	-16	-4	-63	-1	4	14	1	109
CN(C)CCN1CC(C(=O)O)CC1=O (stereo not given)	103	-0.6	9	-6	-77	0	11	2	-1	105
O=C(NC1CCc2ccccc21)C12CN(Cc3ccccc3)CC1C(c1cccc([N+](=O)[O-])c1)=NO2 (stereo not given)	101	-0.5	·	-16	-17	0	18	-3	3	100
O=[N+]([O-])c1ccc(CSc2nc3ccccc3o2)cc1	87	0.8	5	3	-14	-2	5	-13	1	89
CC(C)(C)c1cc(CN2CCCC(O)C2)c(O)c(C(C)(C)C)c1 (stereo not given)	76	-2.8	·	-1	-36	3	17	-9	5	69
CCN1CNC(=S)N(CCc2ccccc2)C1	101	-0.4	·	-1	-13	·	5	-1	0	101
O=C(c1ccccc1)N(Cc1cccs1)C1CCS(=O)(=O)C1 (stereo not given)	95	-3.5	·	1	-19	2	16	-15	-1	109
CC1CN(C(=O)C2CC2)C(C)CN1C(=O)C1CC1 (stereo not given)	100	-0.4	24	0	8	5	6	-11	-1	110
CC(C)COC(=O)N(C)c1ccc(C(O)(C(F)(F)F)C(F)(F)F)cc1	62	-0.4	-25	-11	-17	-1	14	5	2	75
COc1ccc(C)cc1NC(=O)c1ccccc1NS(=O)(=O)c1cccc2cccnc12	105	-0.9	-27	2	15	-15	9	-6	3	101
COc1ccc(OC)c(NC(=O)CSc2ncccc2C(=O)O)c1	110	-0.7	-22	-12	-16	·	7	-4	1	102
CCOC(=O)c1sc(-c2ccc(OC)cc2)cc1NC(C)=O	100	3.3	·	-4	-1	5	5	-4	-1	92
CC(=O)c1cc2c(cc1NC(=O)Nc1cccc(Cl)c1)OCCO2	82	-3.4	-10	-26	-29	-1	13	11	1	82
c1ccc2sc(N3CCN(Cc4nnnn4CC4CCCO4)CC3)nc2c1 (stereo not given)	88	-1.8	-26	-5	-13	2	8	-7	0	90
O=C(NCCCO)Nc1ccc2nc(-c3ccco3)c(-c3ccco3)nc2c1	98	2.0	-3	-6	-14	2	7	-8	3	99
Cc1noc(C)c1COC(=O)c1cccc(S(=O)(=O)N2CCCCCC2)c1	30	-4.3	-4	-4	-12	-1	12	9	5	35
CCNc1nc(Oc2ccc(=O)[nH]n2)nc(SC)n1	98	-1.8	-4	-5	8	2	8	1	0	104
Cc1onc(-c2ccccc2)c1C(=O)N1CCN(S(=O)(=O)c2ccc3c(c2)OCCO3)CC1	76	-1.0	-6	-10	-40	0	14	16	0	92
CCCSc1nc(C)c(CC(=O)O)c(=O)[nH]1	91	-1.9	·	-11	-45	-1	22	8	2	97
CC(C)Cn1ccc(=O)n(CC(C)C)c1=O	93	-1.2	·	0	-12	2	18	-1	0	103
CCOC(=O)/C(C#N)=C\c1cc(C)n(-c2ccccc2)c1C	95	-3.8	-6	-4	-38	4	6	-3	10	100
COc1ccc(CC(=O)NNC(=S)Nc2ccccc2)cc1Br	93	-3.1	-28	-9	-36	-3	30	2	4	98
C/C(=N\NC(=S)NC(C)C)c1ccc(-n2ccnc2)cc1	91	-2.4	13	-9	11	-2	3	-4	-3	84
CCOC(=O)c1c(NC(=O)COc2cccc3c2CCN(C)C3=O)sc2c1CCC2	15	-2.9	·	-8	21	1	13	-1	3	19
COCCNc1nc(SCC(=O)N2CCN(c3ccccc3)CC2)nc2ccccc12	95	-0.3	8	10	-11	·	25	3	13	88
CC(C)(C)CC(=O)Nc1ccc(C(N)=O)cc1	81	-1.1	-9	·	2	·	16	-3	2	88
Cc1ccc(C2C3=C(CCCC3=O)N=C3c4ccccc4C(=O)C32)cc1 (stereo not given)	83	-2.4	·	1	-11	-4	0	9	-3	75
C=CCN(C(=O)CNC(=O)c1ccco1)C(C(=O)NC1CCCCC1)c1ccc(OC)cc1 (stereo not given)	100	-3.0	13	·	-46	·	19	-9	4	103
CC(NC(=O)c1ccccc1NC(=O)c1ccco1)c1ccccc1 (stereo not given)	93	-4.2	-3	-25	-31	-2	19	6	3	83
OC1(c2cccnc2)CCN(Cc2nnnn2C2CCCCC2)CC1	90	-3.0	13	8	-22	-2	4	0	1	91
O=C(NCc1ccccn1)c1ccc(COc2ccc(Cl)cc2)o1	4.3*	2.0	-76	-15	-37	0	3	12	2	6
CCn1c(SCC(=O)Nc2nccs2)nnc1-c1ccc(C)cc1	93	-0.7	28	·	-10	·	14	-7	-1	104
COc1ccc2cc(C(=O)O)ccc2c1	97	-1.0	9	-29	84*	0	2	-1	10	95
C/C(=N\NC(=O)c1ccccc1O)C1C(=O)c2ccccc2C1=O	4.0*	-4.7	-22	98*	-49	2	7	18	-7	5
Cc1cc(N2CCC(C)CC2)nc(NCc2ccccc2)n1	2.8*	-5.5	-16	1	-55	0	5	11	17*	4
CCC(C(=O)Nc1c[nH]c(=O)[nH]c1=O)c1ccccc1 (stereo not given)	95	0.4	·	0	-3	1	9	9	-3	89
COc1ccccc1C1CC(c2ccc(Cl)cc2)Nc2ncnn21 (stereo not given)	71	4.8*	2	-7	-41	0	6	-4	16	76
CCCS(=O)(=O)N1CCCC(C(=O)NCCc2ccc(Cl)cc2)C1 (stereo not given)	87	-0.4	-8	-21	-20	2	9	-14	3	95
O=C1c2ccccc2C(=O)N1CCCc1nc(-c2ccccn2)no1	94	-0.7	-16	-16	-14	1	21	-5	1	89
Fc1cccc2sc(Nc3nc4cc5c(cc4s3)OCCO5)nc12	71	-3.2	-36	1	-51	-5	19	4	6	84
O=C(CCCc1ccccc1)NCCCN1CCOCC1	97	0.0	-17	-8	-1	-1	8	-5	0	109
Cc1cc2c(ccc3[nH]onc32)n1	73	-0.9	20	-14	-52	·	6	12	1	68
COc1cc(NS(=O)(=O)c2ccc(N=Cc3c(C)[nH]n(-c4ccccc4)c3=O)cc2)nc(OC)n1	87	0.2	3	-2	-25	-2	26	0	6	98

# Further structures follow:
mol	bCat KO growth	MRP-1 activ	E-sel TNF inh	Yeast life ext	BB579 growth dn	Phagocytosis inh	Measles CPE	GALR2 antag	NPY Y2 blocker	PTEN del growth
Cc1cccc(NC(=O)CSc2nnc(-c3ccc(S(=O)(=O)N4CCOCC4)cc3)n2C)c1	94	-1.8	-13	4	-29	0	12	-5	-3	100
CC(C)OC(=O)CSc1nnc(-c2ccccn2)n1C	95	0.9	·	-8	-42	-1	13	-1	1	99
O=C(COC(=O)c1ccccc1[N+](=O)[O-])c1ccc(C2CCCCC2)cc1	79	-4.4	-37	-4	1	-2	3	3	-1	84
COc1ccccc1OCC(=O)Nc1ccc(CSc2ccccc2)cc1C	69	-0.7	-7	0	-29	-1	2	5	9	82
CCc1ccc(C2CC(c3ccccc3)n3ncnc3N2)cc1 (stereo not given)	87	-1.0	-15	7	1	0	23	-3	5	82
CCOc1ccc(CC(=O)Nc2sc(Cc3ccccc3)c(C)c2C(N)=O)cc1OCC	79	-3.5	13	-19	-26	·	22	9	-3	89
O=C(CNc1ccc2c(c1)OCO2)N/N=C\c1cn(Cc2ccc(F)cc2)c2ccccc12	66	-2.4	-18	0	-22	0	22	12	9	56
O=C(Cc1cc(=O)[nH][nH]1)N/N=C/C=C/c1ccccc1	67&40	-3.3&-2.7	-11	1&-25	-43&5	2	6&17	6&-40	0&-1	77&38

# 12 entries from above in a different format:
# Order of values – bCat KO growth	MRP-1 activ	E-sel TNF inh	Yeast life ext	BB579 growth dn	Phagocytosis inh	Measles CPE	GALR2 antag	NPY Y2 blocker	PTEN del growth
- COc1ccccc1C1CC(c2ccc(Cl)cc2)Nc2ncnn21 (stereo not given)
 : 71	4.8*	2	-7	-41	0	6	-4	16	76
- CCCS(=O)(=O)N1CCCC(C(=O)NCCc2ccc(Cl)cc2)C1 (stereo not given)
 : 87	-0.4	-8	-21	-20	2	9	-14	3	95
- O=C1c2ccccc2C(=O)N1CCCc1nc(-c2ccccn2)no1
 : 94	-0.7	-16	-16	-14	1	21	-5	1	89
- Fc1cccc2sc(Nc3nc4cc5c(cc4s3)OCCO5)nc12
 : 71	-3.2	-36	1	-51	-5	19	4	6	84
- O=C(CCCc1ccccc1)NCCCN1CCOCC1
 : 97	0.0	-17	-8	-1	-1	8	-5	0	109
- Cc1cc2c(ccc3[nH]onc32)n1
 : 73	-0.9	20	-14	-52	·	6	12	1	68
- COc1cc(NS(=O)(=O)c2ccc(N=Cc3c(C)[nH]n(-c4ccccc4)c3=O)cc2)nc(OC)n1
 : 87	0.2	3	-2	-25	-2	26	0	6	98
- Cc1cccc(NC(=O)CSc2nnc(-c3ccc(S(=O)(=O)N4CCOCC4)cc3)n2C)c1
 : 94	-1.8	-13	4	-29	0	12	-5	-3	100
- CC(C)OC(=O)CSc1nnc(-c2ccccn2)n1C
 : 95	0.9	·	-8	-42	-1	13	-1	1	99
- O=C(COC(=O)c1ccccc1[N+](=O)[O-])c1ccc(C2CCCCC2)cc1
 : 79	-4.4	-37	-4	1	-2	3	3	-1	84
- COc1ccccc1OCC(=O)Nc1ccc(CSc2ccccc2)cc1C
 : 69	-0.7	-7	0	-29	-1	2	5	9	82
- CCc1ccc(C2CC(c3ccccc3)n3ncnc3N2)cc1 (stereo not given)
 : 87	-1.0	-15	7	1	0	23	-3	5	82
